HTR5A ag – HTR5A agonists in luminescence cell assay, primary screen, counter-screen for OPRM1-OPRD1 heterodimer agonist project, full-deck HTS; cell-based; activation, % at 9.3 µM; AID 504692, 2011; 340,000 compounds, 0.61% hits; 5-hydroxytryptamine receptor 5A (Homo sapiens), P47898; in the data active = activation mostly above about 9.5%, no sharp cut-off; inactive = mostly below about 7.6%;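 also: 0% = cells with vehicle only and 100% = reference agonist; strong numbers were not always called active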
PfHsp90 yeast 2 – growth inhibition of PfHsp90-expressing yeast, primary screen, antimalarial PfHsp90 inhibitor project, S. cerevisiae, BacTiter-Glo luminescence, single point, set 2; inhibition, % at 9.4 µM; AID 504621, 2011; 310,000 compounds, 0.32% hits; BacTiter-Glo ATP, 48 h; yeast lacking PDR1 and PDR3 efflux regulators;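 active = every replicate shows inhibition above about 80%, whatever the replicate mean, limit read from the data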;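 also: 0% = DMSO neutral controls and 100% = 20 µM radicicol positive controls; yeast relying on Plasmodium falciparum Hsp90 in place of its own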
Pemphigus Ab inh – inhibitors of pemphigus antibody binding to DSG3, primary screen, biochemical, bead-based, flow cytometry, scFv-GFP. binding (percent of control), % at 10 µM. DSG3-coupled beads, scFv-anti-DSG3-GFP binding; stronger effect = lower value. 310,000 compounds, 0.48% hits;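 active = binding more than 3 SD below its plate's average and above zero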; also: some compounds called inactive have numbers as strong as hits
Target sequence (P32926 whole entry, looked up): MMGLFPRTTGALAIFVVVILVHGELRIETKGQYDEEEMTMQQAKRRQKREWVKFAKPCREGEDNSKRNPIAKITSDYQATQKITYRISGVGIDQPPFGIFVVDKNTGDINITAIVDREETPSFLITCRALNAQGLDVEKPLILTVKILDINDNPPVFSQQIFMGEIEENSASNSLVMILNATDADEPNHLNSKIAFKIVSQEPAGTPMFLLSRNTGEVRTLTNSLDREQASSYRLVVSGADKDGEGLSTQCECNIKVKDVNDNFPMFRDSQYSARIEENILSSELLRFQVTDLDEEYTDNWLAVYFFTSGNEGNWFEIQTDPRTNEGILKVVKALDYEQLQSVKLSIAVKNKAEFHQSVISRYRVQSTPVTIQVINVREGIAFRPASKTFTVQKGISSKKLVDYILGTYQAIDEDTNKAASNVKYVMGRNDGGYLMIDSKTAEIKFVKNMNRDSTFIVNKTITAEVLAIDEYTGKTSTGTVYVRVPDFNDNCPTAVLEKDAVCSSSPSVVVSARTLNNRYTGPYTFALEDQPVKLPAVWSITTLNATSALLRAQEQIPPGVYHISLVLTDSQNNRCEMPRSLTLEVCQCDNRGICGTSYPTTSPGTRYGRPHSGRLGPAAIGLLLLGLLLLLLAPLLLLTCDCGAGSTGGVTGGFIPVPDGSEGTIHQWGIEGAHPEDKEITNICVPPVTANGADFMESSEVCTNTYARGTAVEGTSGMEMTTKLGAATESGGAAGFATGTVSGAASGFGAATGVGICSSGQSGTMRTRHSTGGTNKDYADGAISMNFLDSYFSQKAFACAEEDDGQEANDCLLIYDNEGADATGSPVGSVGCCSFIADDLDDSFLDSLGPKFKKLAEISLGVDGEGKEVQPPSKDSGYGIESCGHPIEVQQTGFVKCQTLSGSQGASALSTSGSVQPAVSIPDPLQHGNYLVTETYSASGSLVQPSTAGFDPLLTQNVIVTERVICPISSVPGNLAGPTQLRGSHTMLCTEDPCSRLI
MOR-DOR ag – agonists of OPRM1-OPRD1 heterodimerization, primary screen, cell-based, luminescence; cells; activation, % at 9.3 µM; 340,000 compounds, 0.3% hits; in the data active = activation above about 18%;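 also: 0% = vehicle-treated cells and 100% = reference agonist; values of inactives mirror those of a sister screen read the other way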
phage Ecoli inh – growth loss of phage-infected E. coli, primary screen, RecBCD inhibitor project, absorbance, with phage, HTS; AID 651602, 2012; inhibition, % at 11.9 µM; 360,000 compounds, 0.26% hits; in the data active = inhibition above about 11%
HTR5A inv ag – HTR5A inverse agonists in luminescence cell assay, primary screen, counter-screen for OPRM1-OPRD1 heterodimer inverse agonist project, full-deck HTS; HTR5A cell line, inverse agonism; 340,000 compounds, 0.083% hits; inhibition, % at 9.3 µM; 5-hydroxytryptamine receptor 5A (Homo sapiens), P47898; in the data active = inhibition mostly above about 23%, no sharp cut-off; inactive = mostly below about 18%;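 also: 0% = cells with DMSO and 100% = no-cell wells with DMSO; some compounds called inactive have numbers as strong as hits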
OPRM1-OPRD1 inv – inverse agonists of MOR-DOR heterodimerization, primary screen, cell-based, luminescence; 340,000 compounds, 0.21% hits; cell-based MOR-DOR heterodimer luminescence, inverse agonism; Mu-type opioid receptor (Homo sapiens) + Delta-type opioid receptor (Homo sapiens), …; inhibition, % at 9.3 µM; in the data active = inhibition above about 22%, passing the limit was not always enough;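 also: 0% = cells with DMSO and 100% = wells without cells with DMSO; values of inactives mirror those of a sister screen read the other way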
PKA-R1A act – activators of PKA-R1A holoenzyme, primary screen, biochemical, fluorescence polarization, Cy5-IP20, bovine R1A, mouse PKAc. cAMP-dependent protein kinase type I-alpha regulatory subunit (Bos taurus) + …. PKA-R1A dissociation; scaled: DMSO 0%, 113 µM cGMP 100%. activation, % at 11.4 µM. 340,000 compounds, 0.083% hits. AID 504707, 2011;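 active = percent activation above the mean of all tested compounds plus 3 SD, cut at about 19% in these data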;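 also: higher means more PKAc released from R1A so a rise in polarization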
Ecoli viability – E. coli V3065 growth inhibition, primary screen, counter-screen for AddAB inhibitor project, absorbance, OD600. 18 h. inhibition, % at 11.9 µM. 330,000 compounds, 0.27% hits;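 active = inhibition above the campaign's mean inhibition across all tested compounds plus 3 SD, cut at about 9.9% in these data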;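 also: uninfected addAB+ strain grown without phage in ampicillin broth; 0% = DMSO wells and 100% = ciprofloxacin 0.95 µg/ml wells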
Mot1-301 SUMO – yeast Mot1-301 growth rescue at high temperature, primary screen, SUMOylation pathway inhibitor project, S. cerevisiae, ATP luminescence, 38.5C. S. cerevisiae Mot1-301 growth rescue; percent above DMSO median, 100 means doubled. growth rescue, % at 18.8 µM. 320,000 compounds, 1% hits. AID 2716, 2010;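 active = every valid replicate shows activation above 250% relative to neutral control wells; inactive = the rest, any valid replicate at or below 250%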;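 also: OY570 slx delta 5 strain wells were the positive control but not used for scaling; some compounds called inactive have numbers as strong as hits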
AddAB inh – growth inhibition of E. coli expressing H. pylori AddAB, primary screen, AddAB inhibitor project, absorbance. inhibition, % at 11.9 µM. AID 435030, 2010. 330,000 compounds, 0.29% hits; in the data active = inhibition above about 12%;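 also: 0% = vehicle wells of infected cells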
Starred values were filed as active, the others as inactive; · = not tested or not shown. No enrichment for hits; any-hit rate near 3.2%.

SMILES	HTR5A ag	PfHsp90 yeast 2	Pemphigus Ab inh	MOR-DOR ag	phage Ecoli inh	HTR5A inv ag	OPRM1-OPRD1 inv	PKA-R1A act	Ecoli viability	Mot1-301 SUMO	AddAB inh
CCn1c(=O)c(C(=O)CN(C)CC(=O)Nc2ccccc2Br)c(N)n(Cc2ccccc2)c1=O	2.4	-13.9	99.6	2.2	1.9	1.1	-10.7	-11.9	·	·	·
NC(=S)N/N=C/c1cccc(/C=N/NC(N)=S)c1	3.1	-12.6	89.8	2.2	2.9	-3.6	-11.6	0.6	-1.3	-28.9	1.4
CCN1C(=O)[C@@H]2[C@@H](c3ccc(SC4CCCCC4)c(OC)c3)N3CCCC[C@@]3(C(=O)OC)[C@@H]2C1=O	-1.3	-26.4	122.5	0.3	-0.8	11.6	-1.9	1.3	0.5	-4.8	-1.2
COC(=O)c1ccc2c(c1)c(C#Cc1ccccc1)c(-c1ccccc1)n2C	-0.1	-14.2	102.3	-1.7	2.2	-0.3	8.2	-9.2	0.4	·	-0.1
O=C(Cc1n[nH]c(=O)[nH]c1=O)N/N=C/c1ccccc1O	5.7	7.5	99.5	-2.2	0.3	5.1	12.5	-6.9	-0.6	107.7	-0.1
O=C(O)c1cccc(N/C(=N\S(=O)(=O)c2ccccc2)c2ccccc2)c1	-1.1	3.9	96.4	-1.7	2.9	3.1	7.9	3.3	2.2	6.8	2.4
COc1cc(OC)nc(Oc2cc(C=O)ccc2OC)n1	-2.9	-9.4	103.8	-3.2	1.3	10.7	15.5	-9.3	1.1	1.0	-0.7
CC(=O)Nc1ccc(CN2CCN(C3CCCCC3)C(CCO)C2)cc1 (stereo not given)	10.5	-2.8	86.8	-2.0	0.0	14.4	10.3	-3.8	-0.3	104.9	1.1
O=C(N/N=C/C(Br)=C/c1ccccc1)c1n[nH]c2c1CCC2	-0.8	-3.0	107.4	-3.4	·	-9.6	15.8	-5.2	-0.5	507.8*	0.6
O=C(CSc1nncn1-c1ccccc1)Nc1cc(Cl)cc(Cl)c1	5.7	-0.9	95.8	5.6	·	-40.6	-30.4	-10.9	-2.3	-8.6	-0.7
COCCN(C(=O)COC(=O)/C=C/c1ccc(Cl)c(Cl)c1)c1c(N)n(Cc2ccccc2)c(=O)[nH]c1=O	-3.3	-39.7	93.1	0.3	0.1	8.3	-1.3	-0.1	·	·	·
O=C(Nn1cnnc1)c1cc(-c2ccccn2)nc2ccccc12	-0.1	13.7	98.3	-1.9	1.0	13.6	10.8	9.4	-1.6	·	0.9
COc1ccccc1COCC(O)CNCCc1ccc(C(F)(F)F)cc1 (stereo not given)	0.2	13.4	104.7	7.7	0.5	-0.6	-36.8	-8.9	1.3	-26.3	2.4
O=C(Cc1c(Cl)cccc1Cl)NC1CC1	-3.3	15.6	93.5	-0.3	3.0	11.8	1.6	10.0	-1.9	-15.1	0.0
CC(C)(CO)NC(=O)c1ccc2nc(Cc3cccc(Cl)c3)oc2c1	-1.0	8.4	112.6	-1.1	0.1	3.3	5.5	-2.8	0.2	-18.4	1.7
CSc1ccc(Cl)c(C(=O)OCC(=O)NCC(C)C)c1	2.6	1.9	99.5	-2.6	-0.2	-7.3	11.5	-4.5	1.6	-4.4	-6.4
Cn1c2c(c(=O)n(C)c1=O)C1(C(=O)Nc3ccccc31)C(C#N)=C(N)O2 (stereo not given)	5.2	-16.8	101.0	4.9	1.7	-25.3	-27.1	-1.8	-2.0	76.1	1.7
CN(Cc1ccco1)C(=O)CN1C(=O)NC2(CCCCC2)C1=O	0.8	·	99.1	-3.7	0.6	2.1	14.5	-3.3	-0.2	1.2	0.7
CCN(c1ccccc1)S(=O)(=O)c1ccc2[nH]cc(C(=O)N3CCOCC3)c(=O)c2c1	-5.3	10.9	107.3	1.6	2.5	-7.3	-8.9	-14.0	2.2	569.7	-1.4
Cc1cccc(N2CCN(C(=O)c3cccc(N4C(=O)C5C6C=CC(C6)C5C4=O)c3)CC2C)c1 (stereo not given)	4.2	9.7	94.7	-1.4	2.8	10.4	7.1	-10.3	-1.0	15.3	2.5
O=S(=O)(c1cccs1)N1CCN(c2cccc(Cl)c2)CC1	-0.6	12.4	107.6	-1.6	2.0	1.5	8.4	0.8	-2.0	-38.2	0.8
CCOC(=O)N/N=C1\CC(C)S(=O)(=O)c2ccc(Cl)cc21 (stereo not given)	13.4	1.4	·	0.3	3.2	-34.9	-1.3	-4.4	-0.4	156.5	-0.6
CC(C)(C)c1cc(C(=O)Nc2cccnc2)cc(C(=O)Nc2cccnc2)c1	-4.5	-28.7	111.5	-3.1	1.6	16.2	13.9	1.0	-0.6	-6.4	-1.6
O=C(NCCCl)c1ccc(OCc2ccccc2)cc1Cl	5.5	-39.9	101.0	1.5	4.0	-15.0	-7.0	-9.9	-1.3	·	-0.2
CCCCNC(=S)N/N=C/c1ccc(C#N)cc1	·	-6.6	·	·	5.0	·	·	·	4.0	186.3	2.3
CCOC(=O)C1C(=O)NC(N2CCN(Cc3ccccc3)CC2)=NC1c1ccco1 (stereo not given)	-4.4	0.9	91.7	-1.2	3.9	-13.6	6.5	-0.7	0.1	-2.7	0.3
CCn1cc(CN2CCC(n3nccc3NC(=O)CCOc3ccccc3)CC2)cn1	1.4	11.1	98.3	10.3	0.7	7.8	-55.6	-11.2	-3.0	9.0	-2.1
O=C(NCCOc1ccccc1)C1CCC(=O)N(CCCN2CCOCC2)C1 (stereo not given)	1.9	-3.9	100.7	-3.0	2.1	-3.4	15.7	6.7	-0.1	109.4	0.9
O=C(Nc1nc2ccc(S(=O)(=O)N3CCCC3)cc2s1)c1cccs1	0.0	7.5	·	-0.9	0.9	-0.1	3.7	2.5	1.8	11.6	4.0
CC(C)C[C@@H](CN1CCCC1CN1C(=S)NC[C@@H]1Cc1ccc(O)cc1)N1C[C@H](Cc2ccc(O)cc2)N(CC2CCCCCC2)C1=S (stereo not given in full)	-2.4	-0.6	97.7	-0.5	6.8	8.3	2.4	-1.7	·	·	·

Overlap with the part before: two entries; new compounds follow.
SMILES	HTR5A ag	PfHsp90 yeast 2	Pemphigus Ab inh	MOR-DOR ag	phage Ecoli inh	HTR5A inv ag	OPRM1-OPRD1 inv	PKA-R1A act	Ecoli viability	Mot1-301 SUMO	AddAB inh
O=C(Nc1nc2ccc(S(=O)(=O)N3CCCC3)cc2s1)c1cccs1	0.0	7.5	·	-0.9	0.9	-0.1	3.7	2.5	1.8	11.6	4.0
CC(C)C[C@@H](CN1CCCC1CN1C(=S)NC[C@@H]1Cc1ccc(O)cc1)N1C[C@H](Cc2ccc(O)cc2)N(CC2CCCCCC2)C1=S (stereo not given in full)	-2.4	-0.6	97.7	-0.5	6.8	8.3	2.4	-1.7	·	·	·
O=C(CSc1nnc(C2CC2)n1-c1ccccc1)NCCN1C(=O)CSC1=O	4.4	7.7	104.9	0.6	0.9	-12.2	-3.0	9.1	1.3	7.7	1.1
O=C(CCC(=O)OCCCC(F)(F)C(F)(F)F)NC1CCCCC1	4.9	-2.9	100.4	-0.7	·	-27.6	3.6	8.4	3.1	1.0	5.0
Cc1noc(C)c1C(=O)Nc1ccc(-n2ccc(C(F)(F)F)n2)cc1	-2.7	-10.0	117.4	-2.6	·	9.6	11.8	2.4	-1.9	-3.8	0.2
Cc1ccc(S(=O)(=O)N2CCN(C(=O)c3ccccc3)CC2)c(C)c1NS(C)(=O)=O	1.8	-0.7	·	-1.2	2.2	3.9	6.2	0.5	0.8	-6.9	0.5
Cn1ncc([N+](=O)[O-])c1C(=O)N/N=C/c1c[nH]c2ccccc12	3.9	-19.9	90.7	-0.9	2.2	-9.3	4.3	-3.7	-0.2	-9.3	1.2
CCc1ccc(NC(=O)CCc2nc3ccccc3[nH]2)cc1	-0.7	-2.9	86.9	-1.9	4.3	1.9	10.2	-8.4	4.8	-8.7	7.2
NC(=S)NN=C1CCCCCCCCC1	5.2	10.8	·	-1.3	0.9	-19.9	6.3	-2.5	·	·	·
CCOc1ccc(-n2c(=O)c3c4c(sc3n(CC(=O)NCCCOC)c2=O)CCCCC4)cc1	1.1	-0.9	92.6	-0.9	0.8	-3.3	5.0	4.8	-1.6	·	2.7
CN1CCN(CCCNC(=O)c2ccc(/C=C3\Sc4ccccc4N(Cc4ccccc4F)C3=O)cc2)CC1	0.3	8.0	92.7	-0.2	1.6	11.9	1.1	4.1	·	·	·
O=c1c2c3c(sc2ncn1-n1cccc1)CCCCC3	-2.1	-13.8	100.8	3.5	0.4	4.5	-18.6	7.3	-2.5	-9.8	1.4
Cc1ccc(Cc2cnc(NC(=O)/C(C#N)=C/c3ccc(-c4ccc([N+](=O)[O-])cc4)o3)s2)cc1	4.4	-3.0	61.4	-2.5	0.8	7.8	13.3	0.6	-0.3	-1.6	-1.6
Cc1cc(C)n2nc(CNS(=O)(=O)c3ccc(C)c(C)c3)nc2n1	-5.0	5.4	96.0	0.3	1.4	15.3	-1.6	-2.9	-0.4	8.0	0.8
O=[N+]([O-])c1ccccc1CSc1ccccn1	·	-12.3	100.3	·	1.9	·	·	·	0.2	9.7	5.2
O=C1C=C(O)C(n2cncn2)C(c2cc(F)ccc2F)C1 (stereo not given)	0.4	32.7	·	0.8	1.7	8.1	-3.5	7.4	2.5	-12.6	1.3
CCOC(=O)CSc1nnc(CNC(=O)c2cc(OCC)c(OCC)c(OCC)c2)n1C	3.8	11.9	100.0	-0.6	1.5	-11.4	3.5	1.6	0.2	-8.7	-0.7
CN1CCCC(OC(=O)COc2ccc(Br)cc2)C1 (stereo not given)	-7.9	4.7	109.8	-2.1	2.6	-7.2	12.2	-4.8	2.7	6.9	4.5
O=C(N/N=C/C1CC=CCC1)c1ccccc1O (stereo not given)	-3.4	-5.3	104.2	-0.5	2.2	-29.7	3.1	5.6	3.7	1.9	4.2
CC(C)C(NC(=S)NCc1ccccc1)C(=O)O (stereo not given)	4.9	-26.3	98.6	-3.3	1.5	-18.2	20.8	2.1	1.4	-5.9	2.2
Cc1ccc(N2C(=O)CCC2(C#N)c2ccccc2)cc1 (stereo not given)	0.0	1.8	·	-2.0	2.5	5.5	10.1	-4.6	-0.4	-5.1	-0.2
COc1cc(NC(=S)Nc2ccc3c(c2)OCCO3)cc(OC)c1OC	-0.9	13.5	108.1	-2.0	3.8	-18.3	10.2	-12.7	0.3	302.4	-0.6
CC(C)CN1CCN(Cc2cnc(N3CCOCC3)s2)CC1CCO (stereo not given)	-1.3	-1.2	·	0.7	0.8	-10.8	-3.0	-6.1	-0.7	0.4	-0.8

Screening results as filed in PubChem.
